Screening data (PubChem BioAssay)
TRPC6 inh: mouse TRPC6 channel inhibition | HEK293-TRPC6, membrane potential dye, ACh-evoked depolarization; stronger effect = lower value | B-score at 10 µM | hit rate 1.1% among 310,000 | AID 2553;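 active = B-score under library mean minus 3 SD, initial fluorescence not abnormally high, positive integrated signal ratio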;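 also: B-score derived from integrated fluorescence ratio over the kinetic read; more negative B-score means stronger inhibition of depolarization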
MrgX1 agonist: human MrgX1 receptor agonism, primary screen; Q96LB2; MrgX1-HEK293 cells, Fluo-4 calcium fluorescence, agonist mode; stronger effect = higher value; B-score at 10 µM; hit rate 0.44% among 310,000; AID 588627;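 active = calcium response B-score plate-corrected fluorescence ratio at least 3 library SD, with starting fluorescence B-score inside 5 SD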
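System: HEK293 cells stably expressing human MrgX1 receptor; Dosing: test compound in the initial addition of three; Schedule: overnight plating, then 30 min 37 °C plus 30 min room-temperature dye loading; Detection: kinetic calcium dye fluorescence, Fluo-4 NW; Controls: per-plate positive and negative controls for Z′ factor.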
MrgX1 antag: blocks BAM8-22 activation of human MrgX1 receptor; Q96LB2; hit rate 1.3% among 310,000; MRGX1-HEK293 calcium flux, Fluo-4, BAM8-22 antagonism; stronger effect = lower value; B-score at 10 µM; AID 588676;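 active = calcium-response B-score plate-corrected more than 3 library SD below zero, starting fluorescence within 5 deviations, no agonist response on first addition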;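 also: peak minus trough fluorescence over baseline after final BAM8-22 challenge near maximal dose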
TRPC4 potent: allosteric potentiators of mouse TRPC4 channel. Q9QUQ5. HEK293 TRPC4beta/mu-opioid, DAMGO EC20, Fluo-4 Ca2+ flux; stronger effect = higher value. B-score at 10 µM. hit rate 0.42% among 310,000. AID 2227;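 active = B-score of calcium response area above 5 SD of library B-scores, with initial fluorescence ratio within 5 SD of library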;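 also: B-score of integrated fluorescence ratio over time as area under calcium response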
ANO1 activ: activates or potentiates the mouse TMEM16A chloride channel; Q8BHY3; HEK293 TMEM16A/YFP-H148Q/I152L, iodide quench fluorescence; stronger effect = lower value; B-score at 10 µM; hit rate 0.3% among 340,000; AID 623877;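 active = fluorescence-ratio B-score plate-corrected deviation score at least 3 library SD below zero, with starting fluorescence score within 5 deviations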;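 also: channel opened by trigger with iodide after compound preincubation; score built on the fluorescence ratio of max minus min over baseline; more negative score means more quench and so TMEM16A activation or potentiation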
Target sequence (Q8BHY3 whole entry, looked up): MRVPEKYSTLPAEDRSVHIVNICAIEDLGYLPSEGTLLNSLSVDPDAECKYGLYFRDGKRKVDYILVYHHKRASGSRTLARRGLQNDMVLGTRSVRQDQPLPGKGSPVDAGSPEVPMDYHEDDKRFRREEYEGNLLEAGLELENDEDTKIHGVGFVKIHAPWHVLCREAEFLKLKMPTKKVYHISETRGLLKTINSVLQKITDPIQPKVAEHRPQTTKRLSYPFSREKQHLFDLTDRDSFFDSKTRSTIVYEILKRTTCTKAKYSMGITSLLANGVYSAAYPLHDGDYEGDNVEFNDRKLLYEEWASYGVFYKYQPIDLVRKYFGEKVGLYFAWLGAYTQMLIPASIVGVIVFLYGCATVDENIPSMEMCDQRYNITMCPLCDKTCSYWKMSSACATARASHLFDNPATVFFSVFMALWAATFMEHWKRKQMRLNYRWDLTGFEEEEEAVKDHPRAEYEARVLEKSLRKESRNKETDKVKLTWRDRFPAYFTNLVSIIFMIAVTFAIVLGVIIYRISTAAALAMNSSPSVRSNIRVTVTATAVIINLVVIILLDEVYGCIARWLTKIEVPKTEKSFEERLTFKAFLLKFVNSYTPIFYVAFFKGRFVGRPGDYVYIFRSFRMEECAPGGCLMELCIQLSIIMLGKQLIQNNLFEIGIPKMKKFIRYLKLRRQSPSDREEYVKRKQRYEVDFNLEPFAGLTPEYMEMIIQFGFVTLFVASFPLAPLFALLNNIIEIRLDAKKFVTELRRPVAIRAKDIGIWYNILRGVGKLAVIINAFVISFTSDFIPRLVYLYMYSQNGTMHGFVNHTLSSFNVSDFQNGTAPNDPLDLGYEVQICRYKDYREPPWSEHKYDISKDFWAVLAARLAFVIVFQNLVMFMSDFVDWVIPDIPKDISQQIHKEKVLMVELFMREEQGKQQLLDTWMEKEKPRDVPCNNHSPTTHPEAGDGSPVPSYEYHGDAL
TRPC4 block: inhibitors of mouse TRPC4 channel; Q9QUQ5; B-score at 10 µM; HEK293 TRPC4beta/mu-opioid, DAMGO-evoked Fluo4 calcium flux; stronger effect = lower value; hit rate 0.39% among 300,000;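 active = B-score over 3 SD under the library average, no early fluorescence shift, positive overall ratio signal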
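Assay system – HEK293 line stably carrying TRPC4beta and mu-opioid receptor · Doses – single dose · Detection – Fluo4 calcium-dye fluorescence, kinetic read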
MrgX1 PAM: allosterically activates human MrgX1 receptor signaling; B-score at 10 µM; AID 588675; hit rate 0.63% among 310,000; MrgX1-HEK293, Fluo-4 calcium flux, FDSS; stronger effect = higher value;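 active = plate-corrected calcium response at least 3 library SD above typical, normal starting fluorescence, not activating the receptor alone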;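 also: compound read alongside a low EC10 to EC30 dose of BAM8-22 agonist; peak minus trough fluorescence over baseline measured at the second addition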
RGS4 block: inhibitors of human RGS4; hit rate 0.45% among 310,000; B-score at 10 µM; HEK293 M3R/RGS4 inducible, Fluo-4 calcium flux; stronger effect = higher value; triggered by carbachol at its EC20; P49798;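 active = B-score, a plate-corrected calcium signal, over three deviations above library mean, with baseline fluorescence within five deviations of library mean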;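 also: RGS4 expression induced by doxycycline in cells with stable M3 receptor; B-score is computed from the integrated fluorescence ratio over baseline after carbachol; higher B-score means a larger calcium signal and so more RGS4 inhibition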
TRPC4 agonist: TRPC4 (mouse) channel activation | HEK293 TRPC4beta/mu-opioid, Fluo4 calcium fluorescence; stronger effect = higher value | B-score at 10 µM | hit rate 0.49% among 310,000 | AID 2237;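 active = B-score above 5 SD of library B-scores, and initial fluorescence ratio not above library mean plus 5 SD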;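 also: positive B-score marks a calcium rise read as TRPC4 activation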
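Assay system: HEK293 cells stably co-expressing mouse TRPC4beta and mu-opioid receptor / Timing: Fluo4 dye loading 45 min at room temperature, 110 s recording / Signal: Fluo4 calcium-sensitive dye fluorescence, kinetic, 1 Hz baseline / Read-out: integrated baseline-normalised fluorescence ratio, converted to per-well B score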
TRPC6 activator: activates the mouse TRPC6 cation channel. B-score at 10 µM. HEK293-TRPC6 membrane potential dye fluorescence; stronger effect = higher value. hit rate 0.13% among 310,000. AID 2550. Q61143;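 active = B-score of the integrated fluorescence ratio above library mean plus 3 SD, and starting fluorescence ratio within library mean plus 5 SD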;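 also: higher score means more depolarization so channel activation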
ANO1 block: inhibitors of mouse TMEM16A calcium-activated chloride channel; Q8BHY3; HEK293 TMEM16A/YFP iodide influx fluorescence, ionomycin; normalized B-score (activity score, 25-100; higher = stronger inhibition) at 10 µM; hit rate 1.2% among 310,000;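 active = ratio plate-corrected score three or more library SD toward inhibition, starting fluorescence score within five deviations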;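 also: score derived from kinetic fluorescence span divided by baseline fluorescence per well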
* marks the source's active call; other numbers are inactive results; i = inactive; · = not tested or not shown.

SMILES	TRPC6 inh	MrgX1 agonist	MrgX1 antag	TRPC4 potent	ANO1 activ	TRPC4 block	MrgX1 PAM	RGS4 block	TRPC4 agonist	TRPC6 activator	ANO1 block
CC1CCN(C(=O)c2ccc([N+](=O)[O-])o2)CC1	i	i	i	i	i	i	i	i	i	i	i
CC(C)CNC(=S)N1CCC(C(=O)c2ccc3c(c2)OCCO3)CC1	i	i	i	i	i	i	i	i	i	i	i
Cc1nn(C)c(Cl)c1/C=N/OC(=O)c1ccc(F)cc1	i	i	i	i	i	i	i	i	i	i	i
Cc1cc2c(=O)n(Cc3ccco3)c(SCC(=O)NCc3ccco3)nc2s1	i	i	i	i	i	i	i	i	i	i	i
Cc1ccc(NC(=S)NNC(=S)Nc2cccc(C(F)(F)F)c2)cc1	i	i	i	i	i	i	i	i	i	i	i
Cc1c(NC(=O)COC(=O)C2=COCCO2)cccc1[N+](=O)[O-]	i	i	i	i	i	i	i	i	i	i	i
O=C(/C=C/c1ccccc1Cl)Nc1ccc(-c2nnc3n2CCCCC3)cc1	i	i	i	i	i	i	i	i	i	i	i
CC(=O)N1N=C(c2cccc(Cl)c2)OC1c1ccc(C(C)C)cc1 (configuration not stated)	i	i	i	i	i	i	i	i	i	i	i
COc1ccccc1NS(=O)(=O)c1cccc(NC(=O)NCCCl)c1	i	i	i	i	i	i	i	i	i	i	i
CCSc1nc(N)c2c3c(sc2n1)CCC3	i	i	i	i	i	i	i	i	i	i	i
CC(C)(C)CC(=O)NCCc1csc(-c2ccccc2)n1	i	i	i	i	i	i	i	i	i	i	i
COc1ccc(CCNc2c(N)n(Cc3ccccc3)c(=O)[nH]c2=O)cc1OC	i	i	i	i	i	i	i	i	i	i	i
O=C1OC(Nc2ccc3c(c2)OCO3)c2ccccc21 (configuration not stated)	i	i	i	i	i	i	i	i	i	i	i
CSc1nnc2ccc(-c3cccs3)nn12	i	i	i	i	i	i	i	i	i	i	i
CC(C)(C)c1ccc(OCCC(=O)OCC(=O)NC2CCS(=O)(=O)C2)cc1 (configuration not stated)	i	i	-5.28*	i	i	i	i	i	i	i	i
O=C(Nc1nccs1)c1ccccc1Br	i	i	i	i	i	i	i	i	i	i	i
Cc1ccc(S(=O)(=O)Oc2ccccc2N2C(=O)C3CC=CCC3C2=O)cc1 (configuration not stated)	i	i	i	i	i	i	i	i	i	i	i
NC(=O)C1(N2CCCCC2)CCN(C(=S)Nc2cccc(Cl)c2)CC1	i	i	i	i	i	i	i	i	i	i	i
COc1ccc(CNC(=O)c2noc(C)c2[N+](=O)[O-])cc1	i	i	i	i	i	i	i	i	i	i	i
CC(C)(C)NC(=O)COC(=O)c1ccc(S(=O)(=O)N2CCCC2)cc1	i	i	i	i	i	i	i	i	i	i	i
COc1ccc(Nc2nccc(-c3ccc([N+](=O)[O-])cc3)n2)cc1	i	i	i	i	·	i	i	i	i	i	i
COc1ccc(C(C)NC(=O)CC23CC4CC(CC(C4)C2)C3)cc1 (configuration not stated)	i	i	i	i	i	i	i	i	i	i	i
NC(=O)c1ccc[n+](CC(=O)c2ccccc2)c1	i	i	i	i	i	i	i	i	i	i	i
CCOC(=O)COc1c(Br)cc(/C=C2\SC(=O)N(CC(=O)N3CCCC3)C2=O)cc1OC	i	i	i	i	i	i	i	i	i	i	i
Cc1ccn2c(NC(C)(C)C)c(-c3cccs3)nc2c1	i	i	i	i	i	i	i	i	i	i	i
COc1ccc(Cl)cc1S(=O)(=O)N(C)CC(=O)NCCCn1ccnc1	i	i	i	i	i	i	i	i	i	i	i
CCN(CC)CCNC(=O)c1cc2c(=O)n(C)c3ccccc3c2s1	i	i	i	i	i	i	i	i	i	i	i
COc1cccc(C(=O)N2CCN(Cc3ccccn3)CC2)c1OC	i	i	i	i	i	i	i	i	i	i	i
Cc1sc2nc(SC3CCOC3=O)n(Cc3ccccc3)c(=O)c2c1C (configuration not stated)	i	i	i	i	i	i	i	i	i	i	i
Cc1csc(SCC(=O)NCc2ccccc2)n1	i	i	i	i	i	i	i	i	i	i	i

Record cards (already shown). Screens in order: TRPC6 inh	MrgX1 agonist	MrgX1 antag	TRPC4 potent	ANO1 activ	TRPC4 block	MrgX1 PAM	RGS4 block	TRPC4 agonist	TRPC6 activator	ANO1 block
Profile of COc1ccc(CNC(=O)c2noc(C)c2[N+](=O)[O-])cc1 = i	i	i	i	i	i	i	i	i	i	i
Profile of Cc1ccn2c(NC(C)(C)C)c(-c3cccs3)nc2c1 = i	i	i	i	i	i	i	i	i	i	i

(listing goes on)
SMILES	TRPC6 inh	MrgX1 agonist	MrgX1 antag	TRPC4 potent	ANO1 activ	TRPC4 block	MrgX1 PAM	RGS4 block	TRPC4 agonist	TRPC6 activator	ANO1 block
Cc1nn(CC(=O)NCCN2CCOCC2)c(C)c1[N+](=O)[O-]	i	i	i	i	i	i	i	i	i	i	i
CNC(=O)c1cc2cc(OC)ccc2oc1=N	i	i	i	i	i	i	i	i	i	i	i
Cc1cccc(C(=O)NCC(=O)Nc2ccc(S(=O)(=O)Nc3nc(C)cc(C)n3)cc2)c1	i	i	i	i	i	i	i	i	i	i	i
CC12CCC(=O)N1C(C(=O)N1CCN(S(=O)(=O)c3cccc(Cl)c3)CC1)CS2 (configuration not stated)	i	i	i	i	i	i	i	i	i	i	i
O=C(Nc1ccc2c(c1)OCO2)C1CCN(C(=O)c2cccs2)CC1	i	·	·	i	i	i	·	i	i	i	·
O=C(C[n+]1ccc(C(=O)NCc2ccccc2)cc1)c1ccc(Cl)cc1	i	i	i	i	i	i	i	i	i	i	i
CCCCOc1cccc(C2C(C(=O)c3cccs3)=C(O)C(=O)N2Cc2cccnc2)c1 (configuration not stated)	i	i	i	i	i	i	i	i	i	i	i
O=C(c1ccc(-c2ccccc2)cc1)c1ccccc1C(=O)N1CCOCC1	i	i	i	i	i	i	i	i	i	i	100*
CC(=O)Oc1ccc(N2C(=O)C3C(C2=O)C(C(=O)c2ccc(Cl)cc2)N2CCCC32)cc1 (configuration not stated)	i	29.9*	i	i	i	i	i	i	i	i	i
Cc1nnc(NNS(=O)(=O)c2ccc(Cl)cc2)[nH]c1=O	i	i	i	i	i	i	i	i	i	i	i
Cc1ccc(S(=O)(=O)C2(C(=O)N3CCCCC3C)CC2)cc1 (configuration not stated)	·	i	i	·	i	·	i	·	·	·	i
CCCC(=O)N(Cc1cc(=O)[nH]c2ccccc12)c1ccc(OC)cc1	i	i	i	i	i	i	i	i	i	i	i
CCCn1c(SCC(=O)c2c(C)[nH]c(C)c2C(=O)OCC)nc2ccccc21	i	i	i	i	i	i	i	i	i	i	i
O=C(CS(=O)(=O)c1ccccc1)Nc1ccc(S(=O)(=O)Nc2ncccn2)cc1	i	i	i	i	i	i	i	i	i	i	i
CCC(NC(=S)NC1CCCCC1)c1ccccc1 (configuration not stated)	i	i	i	i	i	i	i	i	i	i	i
O/N=C/c1cn(-c2ccccc2)nc1-c1ccccc1	i	i	i	i	i	i	i	i	i	i	i
Cc1ccc(N(Cc2ccccc2)C(=O)c2ccc(S(=O)(=O)N3CCOCC3)cc2)cc1	i	i	i	i	i	i	i	i	i	i	i
CC(=O)c1cccc(NC(=O)CN2C(=O)c3cccnc3Oc3ccc(Cl)cc32)c1	i	i	i	i	i	i	i	i	i	i	i
O=C(c1cccc(C(F)(F)F)c1)C1CCCN(Cc2cccn2-c2ncccn2)C1 (configuration not stated)	i	i	i	i	i	i	i	i	i	i	i
COc1cc(Cl)c(C)cc1N1C(=O)CN(Cc2ccccc2)C1=S	i	i	i	i	i	i	i	i	i	i	i
CCCCN(C(=O)c1cccc(S(=O)(=O)N2CCCCC2)c1)C1CCS(=O)(=O)C1 (configuration not stated)	i	i	i	i	i	i	i	i	i	i	i
COc1ccc(N(CC(=O)Nc2ccc3c(c2)OCCO3)S(C)(=O)=O)c(OC)c1	i	i	i	i	i	i	i	i	i	i	i
CCc1nnc(NC(=O)CCNC(=O)c2ccccc2Cl)s1	i	i	i	i	i	i	i	i	i	i	i
O=C(NCc1ccccn1)c1cc(-c2ccc(-c3ccccc3)cc2)nc2ccccc12	i	i	i	i	i	i	i	i	i	i	i
CC(CCc1ccccc1)NC(=O)c1ccccc1 (configuration not stated)	·	i	i	·	i	·	i	·	·	·	i
COc1ccccc1OCC(=O)N1CCCC(Nc2ccc(C)c(C)c2)C1 (configuration not stated)	i	i	i	i	i	i	i	i	i	i	i
Cc1cccn2c(Nc3ccccc3)c(-c3ccccn3)nc12	i	i	i	i	i	i	i	i	i	i	i
COCCNc1ccc(N2C(=O)CCCC2=O)cc1[N+](=O)[O-]	i	i	i	i	i	i	i	i	i	i	i
O=C(NCc1cccnc1)c1ccc(-c2cc(Cl)ccc2Cl)o1	i	i	i	i	i	i	i	i	i	i	i
Cc1cc(-c2nnc(SCC(=O)Nc3ccc(F)c(F)c3)n2N)n[nH]1	i	i	i	i	i	i	i	i	i	i	i
O=C(NCCS(=O)(=O)N1CCN(c2ccccc2)CC1)C1CCCC1	i	i	i	i	i	i	i	i	i	i	i
O=C(CCN1CCOCC1)NNC(=S)NC(=O)c1ccccc1	i	i	i	i	i	i	i	i	i	i	i
CCC(CC)C(=O)NCCc1ccc(S(N)(=O)=O)cc1	i	i	i	i	i	i	i	i	i	i	i
CC(=O)c1[nH]c(C)c(C(=O)N2CCCC(Nc3ccc(C(C)C)cc3)C2)c1C (configuration not stated)	i	·	·	i	i	i	·	i	i	i	·
Cc1cc(C)c(S(=O)(=O)c2ccccc2)c(OC(=O)c2cc(F)c(F)cc2Cl)n1	i	i	i	i	i	i	i	i	i	i	i
CC(C)c1nnc(NC(=O)c2cnccn2)s1	i	i	i	i	i	i	i	i	i	i	i
O=C(CCC(=O)c1ccc(Oc2ccccc2)cc1)Nc1cccc(Cl)c1Cl	i	i	i	i	i	i	i	i	i	i	i
CCOC(=O)c1nc(Nc2cc(C)cc(C)c2)c2ccccc2n1	i	i	i	i	i	i	i	i	i	i	i
O=C(NC1CCCCC1)c1cc(-c2cccs2)on1	i	i	i	i	i	i	i	i	i	i	i
